Keap1-Nrf2 PPI – Keap1-Nrf2 (human) interaction inhibition | Keap1 Kelch-Nrf2 peptide fluorescence polarization, 1536-well | 0.15% of 340,000 active | inhibition, % at 9.4 µM | Q14145 | AID 504523; in the data active = inhibition above about 12%; inconclusive = no clear call, values can overlap the other calls; inactive = below about 7.3%;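 note: human Keap1 Kelch domain with fluorescein labeled Nrf2 9mer peptide probe; 0% = neutral control wells and 100% = peptide positive control; higher means more block of Keap1 binding to Nrf2 peptide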
Rtt109 HAT inh – blocks Candida albicans Rtt109/Vps75 acetyltransferase activity. purified Rtt109/Vps75, ThioGlo CoA-SH fluorescence, 4 h. inhibition, % at 34.9 µM. 0.16% of 330,000 active. AID 540336;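 active = inhibition of at least 50% in every replicate; inconclusive = best replicate reaches 50% inhibition but some replicates fall short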
Target sequence (Q5AAJ8 whole entry, looked up): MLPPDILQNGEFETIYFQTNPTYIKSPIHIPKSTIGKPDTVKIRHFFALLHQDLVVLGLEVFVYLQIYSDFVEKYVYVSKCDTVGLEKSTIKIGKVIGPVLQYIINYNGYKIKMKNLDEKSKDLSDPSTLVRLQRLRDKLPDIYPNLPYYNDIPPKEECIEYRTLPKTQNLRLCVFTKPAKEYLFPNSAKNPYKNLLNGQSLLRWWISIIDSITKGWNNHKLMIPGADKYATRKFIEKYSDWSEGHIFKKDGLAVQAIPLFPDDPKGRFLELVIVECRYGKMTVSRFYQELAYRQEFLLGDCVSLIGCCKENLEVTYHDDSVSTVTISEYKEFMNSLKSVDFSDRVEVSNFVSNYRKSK
RTF Ca sens inh – cardiac RTF calcium desensitization; P19429+P45379; IANBD-labeled cardiac RTF, Ca2+ fluorescence; inhibition, % at 7.15 µM; 0.12% of 340,000 active; AID 493244;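 active = inhibition above the mean inhibition of all tested compounds plus 3 SD, cut at about 17% in these data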;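 note: assay run at fixed EC70 calcium of 1.6 mM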
Mot1-301 SUMO – SUMOylation pathway inhibition by Mot1-301 growth rescue | S. cerevisiae Mot1-301 growth rescue, ATP luminescence, 38.5C; percent above DMSO median, 100 means doubled | growth rescue, % at 18.8 µM | 1% of 320,000 active | AID 2716;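 active = every valid replicate shows activation above 250% relative to neutral control wells; inactive = the rest, any valid replicate at or below 250%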;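 note: OY570 slx delta 5 strain wells were the positive control but not used for scaling; some compounds called inactive have numbers as strong as hits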
PvdQ acylase – P. aeruginosa PvdQ acylase inhibition; purified PvdQ acylase, fluorescence plate reader; inhibition, % at 10 µM; 0.063% of 340,000 active; AID 488965; in the data active = inhibition above about 30%, passing the limit was not always enough; inconclusive = no clear call, values can overlap the other calls;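 note: 0% = vehicle neutral wells and 100% = reference inhibitor wells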
LANA DNA inh – KSHV C-LANA DNA binding inhibition; MBP-C-LANA/FAM-LBS DNA binding, fluorescence polarization; inhibition, % at 9 µM; 0.078% of 340,000 active; AID 504423;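 active = highest replicate inhibition at or above 60% at 9 µM, even if other replicates fall short; inactive = all replicates below 60% inhibition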;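 note: 0% = neutral control wells and 100% = 4 µM acridine orange control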
PfHsp90 yeast 2 – inhibits growth of yeast expressing Plasmodium falciparum Hsp90 | AID 504621 | 0.32% of 310,000 active | inhibition, % at 9.4 µM | S. cerevisiae expressing PfHsp90, BacTiter-Glo ATP, 48 h; yeast lacking PDR1 and PDR3 efflux regulators;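 active = every replicate shows inhibition above about 80%, whatever the replicate mean, limit read from the data; inconclusive = mean inhibition reaches the set limit but some replicate falls short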;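 note: 0% = DMSO neutral controls and 100% = 20 µM radicicol positive controls; yeast relying on Plasmodium falciparum Hsp90 in place of its own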
dFosB activator – activators of mouse delta FosB homodimer | P13346 | purified delta FosB, TAMRA-CDK5 oligo fluorescence polarization; percent of positive-control signal above neutral wells | activation, % at 25 µM | 0.99% of 340,000 active | AID 493131;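 active = mean activation above about 17%, with every replicate also reaching it, limit read from the data, passing the limit was not always enough; inconclusive = only one of the two conditions met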;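 note: fluorescence polarization rise as delta FosB binds a TAMRA Cdk5 AP-1 oligo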
Target sequence (P13346 whole entry, looked up): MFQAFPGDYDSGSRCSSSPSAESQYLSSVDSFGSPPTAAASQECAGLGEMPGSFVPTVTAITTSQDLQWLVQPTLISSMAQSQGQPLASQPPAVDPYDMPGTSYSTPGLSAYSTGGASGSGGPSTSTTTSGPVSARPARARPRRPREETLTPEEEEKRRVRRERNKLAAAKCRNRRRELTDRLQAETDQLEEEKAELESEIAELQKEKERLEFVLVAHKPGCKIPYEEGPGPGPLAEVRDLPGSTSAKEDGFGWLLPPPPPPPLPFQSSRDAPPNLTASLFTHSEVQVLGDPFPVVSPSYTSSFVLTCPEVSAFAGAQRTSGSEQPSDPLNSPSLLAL
NSD2 HMT inh – NSD2 (human) methyltransferase inhibition; 0.54% of 310,000 active; NSD2 peptide methylation, AlphaScreen, 120 min; O96028; inhibition, % at 12.5 µM; in the data active = inhibition above about 50%
CDK5 inh – CDK5/p35 (human) kinase inhibition | Q00535+Q15078 | Recombinant CDK5/p35, ADP-Glo luminescence, 60 min | inhibition, % at 10 µM | 0.01% of 330,000 active | AID 488839;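 active = highest replicate inhibition of at least 50% and at least 75% of replicates reaching 50%; inconclusive = only one of the two criteria met; inactive = both criteria failed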;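 note: plate controls were DMSO neutral control for no effect and GW8510 at 10 µM for full effect; many of its hits are not listed in these tables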
cardiac RTF act – cardiac RTF calcium sensitization; P19429+P45379; IANBD-labeled TnC RTF fluorescence at EC20 calcium; 0% EC20 calcium, 100% full calcium; activation, % at 7.2 µM; 0.24% of 340,000 active;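 active = activation above the mean over all tested compounds plus 3 SD, cut at about 30% in these data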;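 note: rise in fluorescence read as greater calcium sensitivity of cardiac thin filaments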
* hit, by the source's call; ? = inconclusive; · = not tested or not shown.

SMILES	Keap1-Nrf2 PPI	Rtt109 HAT inh	RTF Ca sens inh	Mot1-301 SUMO	PvdQ acylase	LANA DNA inh	PfHsp90 yeast 2	dFosB activator	NSD2 HMT inh	CDK5 inh	cardiac RTF act
COc1cccc(C2C(C#N)=C(N)Oc3c2oc(CO)cc3=O)c1 (configuration not stated)	-6.2	3.7	-10.7	-0.2	-8.0	1.4	-3.8	-2.2	1.5	2.5	7.4
O=C(NCCc1ccccc1F)c1cccc2cccnc12	-7.0	0.4	-8.8	29.2	-12.3	-0.8	-4.0	-7.5	0.6	-5.6	14.1
O=C(CCCn1c(=S)[nH]c2cc3c(cc2c1=O)OCO3)N1CCN(C2CCCCC2)CC1	4.0	-1.0	-7.9	-9.9	-0.8	0.0	13.4	8.4	-0.2	0.4	-1.7
O=C(CC1c2ccccc2Oc2ccccc21)Nc1ccccc1F	1.1	-0.2	-12.8	8.4	-9.9	-4.4	-30.7	11.7	-3.5	0.1	-3.3
O=C(c1ccc2n[nH]nc2c1)N1CCN(c2ccc(C(F)(F)F)cn2)CC1	-2.0	0.5	-1.0	-22.0	-11.1	-1.1	-10.9	-3.9	0.5	-6.5	-2.6
Cc1c(CC(=O)N2CCN(C(=O)C3COc4ccccc4O3)CC2)c(=O)oc2cc(O)cc(O)c12 (configuration not stated)	4.4	-247.6	-23.6	-8.3	0.2	1.1	5.6	-6.1	1.0	-2.2	-0.7
O=C(Nc1ccc(F)cc1)C1CCCN(S(=O)(=O)c2ccc3[nH]c(=O)ccc3c2)C1 (configuration not stated)	-0.1	-6.1	-3.9	315.5	-8.7	-0.8	-32.3	18.0*	·	-0.1	2.0
Cn1c(SCC(=O)Nc2ccccc2F)nc2c(c1=O)SCC2	-8.9	-7.0	-2.0	-0.2	-8.2	0.3	12.4	-6.3	0.4	-1.4	-2.7
COc1ccc(-c2cc(C(=O)N3CCN(c4ccccc4)CC3)c3ccccc3n2)cc1	-4.4	-2.0	4.4	15.1	-24.3	-0.2	-13.5	3.5	·	-5.1	4.8
COC(=O)C1=C(C)N(CCCC(=O)O)C(=O)NC1c1cccc(Cl)c1Cl (configuration not stated)	-1.7	3.5	-15.5	239.4	-16.6	0.5	8.8	-1.2	·	0.3	0.6
COCCCNc1nc2nonc2nc1N(C)CC1CCCN1C (configuration not stated)	0.8	-1.7	3.7	16.9	-5.9	0.6	-9.9	0.7	-0.9	0.4	0.3
COc1ccc(CCNC(=O)c2cc(-c3ccccc3)on2)cc1OC	0.3	0.6	-3.6	-3.5	-12.1	0.9	26.7	-0.6	·	-0.1	5.8
CCCc1cc(=O)[nH]c(Nc2ccc(N3CCCCC3)cc2)n1	-7.0	2.0	-1.8	-10.9	-1.8	-1.7	·	2.6	21.2	0.3	1.9
CCCCn1nnnc1SCC(=O)N1CCOCC1	-0.4	13.8	-1.8	-17.1	-11.4	-1.6	10.2	-2.0	-5.5	·	4.6
O=C(CN1CCCSc2ccccc21)N1CCN(S(=O)(=O)c2ccccc2)CC1	2.1	14.4	-11.9	·	-15.1	-0.3	6.9	-9.9	1.8	0.9	-6.2
Cc1oc(-c2ccc(Cl)cc2)nc1CS(=O)CC(=O)NCCCN1CCCC(C)C1 (configuration not stated)	-1.4	4.2	-2.9	72.7	3.6	-0.6	4.1	0.6	2.9	·	-2.5
Fc1ccc(-c2ccc(/C=N\n3cnnc3)o2)cc1Cl	-2.1	3.8	-16.8	11.2	-7.0	0.8	-15.7	-27.6	0.3	2.3	3.7
Cc1ccc(S(=O)(=O)Cn2nnnc2C(c2ccc(F)cc2)N2CCC(C(N)=O)CC2)cc1 (configuration not stated)	-5.1	13.6	1.9	·	-12.5	0.0	0.0	-0.5	-2.4	0.9	2.7
COc1ccc(-n2nc(C(=O)NCC(=O)Nc3cccc(NC(C)=O)c3)c3ccccc3c2=O)cc1	-3.2	-3.2	-5.3	-16.2	8.3	1.7	·	-36.3	-8.9	0.7	0.5
Cc1ccc(OCCNC(=O)CCC(=O)N2CCOCC2)cc1	-3.6	2.1	4.7	6.2	-7.7	0.0	-17.2	0.2	-4.7	-0.2	5.1
Cc1nn(-c2cccc(Cl)c2)c2nc(-c3ccncc3)cc(C(=O)N3CCOCC3)c12	-2.8	-14.9	2.5	-11.0	-19.3	-0.2	5.5	-40.5	0.9	-7.4	3.0
O=C(Nc1cccc(F)c1)C1CCN(S(=O)(=O)c2cnc[nH]2)CC1	-0.3	2.0	-9.6	0.5	-7.3	1.5	2.4	-0.6	0.2	0.4	-2.8
COc1ccc(-c2nnc(SCc3ccccc3)n2N)cc1	-0.9	-11.9	-2.0	12.6	11.1	0.6	·	-0.7	-0.7	3.0	-1.4
N#Cc1ccsc1NC(=O)COC(=O)c1cc2ccccc2cc1O	-1.7	-4.2	-3.3	5.0	13.7	-1.1	-23.3	?	-1.6	1.1	2.3
O=C(N/N=C/c1cccc2ccccc12)c1cccs1	2.6	3.0	-2.4	-4.4	4.3	0.0	15.0	-4.3	0.6	1.7	-0.6
SMILES	Keap1-Nrf2 PPI	Rtt109 HAT inh	RTF Ca sens inh	Mot1-301 SUMO	PvdQ acylase	LANA DNA inh	PfHsp90 yeast 2	dFosB activator	NSD2 HMT inh	CDK5 inh	cardiac RTF act
COc1ccc(NS(=O)(=O)c2cc(NC(=O)c3ccc(S(=O)(=O)N(C)C)cc3)ccc2N2CCOCC2)cc1	0.3	0.2	2.8	18.3	-11.6	1.6	-17.4	?	-0.6	-2.3	8.8
CCN(CC)C(=O)c1sc(NC(=O)c2ccoc2C)c(C(=O)OC)c1C	-3.1	2.1	6.9	-0.3	7.5	-1.1	-1.6	-14.9	-0.7	1.6	-10.4
NC(=S)N/N=C/c1ccccc1O	-1.4	-18.7	3.1	-6.1	-5.5	-0.5	-15.7	-3.3	·	12.2	-1.0
CNC(=O)c1c(Cl)cnn1-c1ccc(C)cc1	-3.3	0.3	-4.1	-6.4	-14.6	-1.2	16.7	-0.4	-3.4	0.0	2.0
Cc1cc(=O)n(CC(=O)O)c2ccccc12	-2.5	-9.7	-6.8	15.1	-13.7	-1.8	3.5	-5.1	-3.4	-1.9	5.1
COc1ccc(C(c2sc3nc(C)nn3c2O)N2CCCCC2)cc1 (configuration not stated)	-0.9	-7.0	1.5	16.0	0.9	-0.1	35.6	1.6	·	-0.3	-5.2
CC(C)NCC(O)COCCOc1ccc(Cl)cc1 (configuration not stated)	-5.3	0.3	-17.6	9.8	-13.4	0.5	18.4	6.4	13.3	1.1	4.8
CC1(C)Cc2noc(N)c2C(C)(C)N1OC(=O)c1ccccc1	-6.6	-7.1	5.7	·	-11.7	-1.1	10.0	1.5	-0.4	0.0	3.5
CCCCNC(=O)CSc1nnc(Cc2ccccc2)n1CC	2.8	-3.1	5.4	-9.2	-4.3	-0.3	26.4	1.0	-0.2	3.8	-1.7
O=C(CN1CCN(c2ccc(O)cc2)CC1)N1CCc2ccccc21	2.2	-7.3	-2.9	2.4	-16.9	0.9	-15.4	-9.0	-1.4	0.9	-6.5
CN(C(=O)COC(=O)c1ccc[nH]c1=O)C1CCCCC1	3.1	·	-0.2	0.1	-4.7	-0.4	11.6	-2.5	-7.5	1.4	-3.0
COc1cc2c(C(=O)N(C)c3ccc(F)cc3)cn(C)c(=O)c2cc1OC	0.0	7.5	-6.2	-10.7	-8.4	1.0	17.5	-5.9	-1.7	-0.8	-2.0
COc1cccc(C2CC(c3ccccc3OC)n3ncnc3N2)c1 (configuration not stated)	2.4	3.5	0.4	-10.4	0.4	1.9	-33.1	10.6	·	-2.1	4.4
CC1(C)C(=O)C2(CCCC2)C(=O)OC1c1ccco1 (configuration not stated)	-1.4	0.7	3.4	655.6	1.9	3.0	25.0	-2.0	-0.1	1.0	-5.4
CCOn1c(=O)c(-c2cc(OC)ccc2OC)[n+]([O-])c2ccccc21	-1.9	5.9	-4.9	41.5	-20.5	0.9	-16.7	2.4	0.7	0.1	5.2
CCOC(=O)N1CCC(NC(=O)CCc2cn(C)c3ccccc23)CC1	5.1	1.6	-0.6	3.6	1.8	1.4	0.2	1.2	1.2	2.3	-5.7
CC(C)NC(=S)NCc1cccnc1	2.3	-3.4	-12.8	-3.8	-8.6	-0.4	-19.2	4.5	-3.5	-1.3	0.6
O=C(Nc1nnc(S(=O)(=O)N2CCCCC2)s1)c1ccccc1Br	-4.5	3.3	1.2	0.1	0.3	1.4	25.3	-1.3	·	0.5	1.8
O=C(c1ccc(-n2cccc2)cc1)N1CCN(Cc2ccccc2)CC1	-2.7	-7.1	-0.4	-23.3	9.3	0.6	-1.6	0.5	5.2	-0.9	2.4
CNc1nc(C)c(C(C)(C)C)s1	2.7	-7.0	-14.2	-10.3	-12.7	-0.4	-18.2	6.5	-1.5	-1.2	-1.5
COc1cccc(OCC(O)CNC2CCCC2)c1 (configuration not stated)	-0.1	12.1	-5.3	-4.3	10.5	-1.4	-6.4	-6.4	-0.8	0.3	-6.0
Cc1ccc2nc(SCC(=O)Nc3nonc3C)[nH]c2c1	-0.4	0.8	-4.4	214.0	5.2	0.8	-4.4	-1.6	-3.3	0.1	-4.7
CC(/C=N/NC(=O)c1n[nH]c2c1CCC2)=C\c1ccccc1	-4.7	7.4	3.4	245.7	4.5	-6.0	-5.3	-1.2	·	0.4	-6.7
COc1ccc(NS(=O)(=O)c2cccc(C(=O)N/N=C/c3ccc4c(c3)OCCO4)c2)cc1	1.2	-4.1	-16.1	5.8	7.4	-0.8	7.4	25.1*	-2.2	1.0	-8.2
Cc1ccc(C(=O)NC(=S)Nc2cccc(NC(=O)c3ccccc3Cl)c2)cc1[N+](=O)[O-]	-1.1	-8.0	-0.1	-12.3	0.8	-0.8	-12.4	-2.2	-0.8	-2.1	4.2
SMILES	Keap1-Nrf2 PPI	Rtt109 HAT inh	RTF Ca sens inh	Mot1-301 SUMO	PvdQ acylase	LANA DNA inh	PfHsp90 yeast 2	dFosB activator	NSD2 HMT inh	CDK5 inh	cardiac RTF act
COCCn1c(SCC(=O)Nc2sccc2C(N)=O)nc2cc(Cl)ccc2c1=O	-2.0	-21.6	6.2	28.2	-4.4	0.9	-15.5	-9.2	1.8	1.1	1.2
CCOc1ccc(OCc2ccc(C(=O)N(C)c3ccccc3)o2)cc1	4.3	46.1	1.2	5.7	11.1	-2.4	-16.9	0.9	4.7	1.1	-4.7
COc1ccc2ccc(OC)c(/C=N/n3cnnc3)c2c1	-6.6	11.0	3.5	71.9	-3.4	-2.5	12.7	-11.9	0.7	1.0	-0.6
COc1ccccc1-c1coc2c(CN3CCCC(C)C3)c(O)ccc2c1=O (configuration not stated)	-5.1	-4.7	-8.6	-7.2	-12.5	1.4	9.4	7.2	-3.8	1.9	3.1
CN(CCc1ccccc1)C(=O)c1ccc(NC(=O)Cc2cccc(NC(=O)C3CCN(C(=O)C4CCCCC4)CC3)c2)cc1	-6.1	10.6	-7.3	·	-17.4	4.2	1.0	-16.3	·	-0.6	-3.9
COc1cccc(C(=O)NCCNC(=O)c2ccco2)c1	1.4	12.5	7.5	23.7	7.8	-1.6	16.4	0.2	-2.5	0.9	-1.5

Compound activity: PubChem, several laboratories
